Screens as filed in PubChem BioAssay.
IL-1B inflam inh: inhibitors of inflammasome signaling (IL-1 beta secretion); THP-1 LPS/ATP IL-1B secretion, AlphaLISA, 16 h; stronger effect = lower value; activity change, % at 57.5 µM; actives 4.7% (n = 360,000); AID 743279; in the data active = activity change below about -50%; inconclusive = mostly about -30% to -49%; also: % is scaled to controls: 0 for no effect and ±100 for the full control effect
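Secreted IL-1B measured by AlphaLISA bead assay after 16 h compound exposure of THP-1 cells; compounds (final up to 57.5 uM) added 1 h before LPS (250 ng/mL) and ATP (1.25 mM) stimulation; lower signal means less secretion.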
SW480 rereplic: inducers of DNA re-replication in SW480 colon cancer cells; actives 1.8% (n = 340,000); Potency, µM (series often up to 46.1 µM), for the others: at the highest dose re-replication activation, usual class: activators; SW480 DNA re-replication, Hoechst DNA content imaging, 48 h; also: potency is read from the fitted curve at half-maximal effect; % of control where 0% means no effect; nearly all actives have a fitted effect of over 55% in size
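Image-based DNA-content assay: after two days of treatment, nuclei were labelled with the DNA dye Hoechst and imaged, and hits were compounds raising the count of nuclei showing high fluorescence intensity.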
WRN helicase inh: blocks human WRN helicase; actives 0.46% (n = 360,000); AID 651768; WRN helicase unwinding, fluorescent forked duplex, kinetic; Q14191; Potency, µM (titrated, usually from 114 µM), for inactives: top-dose activity change, negative = inhibition, most hits filed as inhibitors; also: potency is read from the fitted curve at half-maximal effect; % is scaled to controls: 0 for no effect and ±100 for the full control effect; nearly all actives have a fitted effect of over 55% in size
Target sequence (Q14191 whole entry, looked up): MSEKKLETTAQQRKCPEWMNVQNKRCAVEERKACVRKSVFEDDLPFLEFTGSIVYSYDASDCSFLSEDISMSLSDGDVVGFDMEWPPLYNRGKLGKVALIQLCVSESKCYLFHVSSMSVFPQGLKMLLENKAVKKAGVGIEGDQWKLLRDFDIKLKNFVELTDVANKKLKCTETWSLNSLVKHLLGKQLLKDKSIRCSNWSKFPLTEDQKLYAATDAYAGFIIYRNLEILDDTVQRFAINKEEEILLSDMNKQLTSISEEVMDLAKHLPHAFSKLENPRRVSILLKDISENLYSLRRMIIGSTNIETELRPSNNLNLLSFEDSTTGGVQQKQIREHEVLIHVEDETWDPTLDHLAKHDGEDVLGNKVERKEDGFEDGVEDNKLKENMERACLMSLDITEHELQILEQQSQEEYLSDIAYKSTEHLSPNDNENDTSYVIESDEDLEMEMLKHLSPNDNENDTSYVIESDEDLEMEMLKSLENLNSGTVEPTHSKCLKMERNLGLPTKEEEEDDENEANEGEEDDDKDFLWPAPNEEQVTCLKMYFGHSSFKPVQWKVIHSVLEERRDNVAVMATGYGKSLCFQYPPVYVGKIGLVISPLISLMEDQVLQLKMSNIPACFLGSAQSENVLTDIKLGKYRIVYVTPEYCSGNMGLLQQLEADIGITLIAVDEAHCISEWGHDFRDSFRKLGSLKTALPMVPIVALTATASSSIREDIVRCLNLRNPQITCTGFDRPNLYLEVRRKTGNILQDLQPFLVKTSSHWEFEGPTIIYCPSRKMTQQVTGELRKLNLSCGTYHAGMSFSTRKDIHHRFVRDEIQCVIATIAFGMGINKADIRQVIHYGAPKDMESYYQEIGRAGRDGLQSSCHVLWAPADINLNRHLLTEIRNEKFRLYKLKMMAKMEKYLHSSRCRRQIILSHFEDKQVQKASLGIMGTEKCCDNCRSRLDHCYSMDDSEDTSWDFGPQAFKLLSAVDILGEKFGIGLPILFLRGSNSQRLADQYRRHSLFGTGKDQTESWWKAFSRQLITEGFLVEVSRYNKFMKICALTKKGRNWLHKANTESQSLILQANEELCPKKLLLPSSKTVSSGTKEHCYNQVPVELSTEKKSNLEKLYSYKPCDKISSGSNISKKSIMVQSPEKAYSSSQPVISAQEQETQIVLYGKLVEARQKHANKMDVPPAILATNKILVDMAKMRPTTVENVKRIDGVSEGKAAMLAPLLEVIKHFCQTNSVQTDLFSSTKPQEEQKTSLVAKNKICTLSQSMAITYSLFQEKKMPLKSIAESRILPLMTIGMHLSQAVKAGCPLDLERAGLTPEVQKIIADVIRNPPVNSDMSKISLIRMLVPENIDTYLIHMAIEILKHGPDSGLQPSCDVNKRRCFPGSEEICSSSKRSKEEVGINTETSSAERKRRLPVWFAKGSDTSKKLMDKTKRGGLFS
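WRN at 20 nM final was preincubated with compound for 15 min at room temperature; reaction started with 100 nM forked duplex oligonucleotide carrying fluorophore and quencher plus 2 mM ATP (final). Unwinding followed kinetically by red fluorescence (ex 525/em 598 nm).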
KB-3-1 cytotox: KB-3-1 parental cell cytotoxicity; Potency, µM (highest dose often 46.1 µM), for inactives: at the highest dose activity change, negative = cytotoxic, hits mostly cytotoxic; actives 1.4% (n = 400,000); KB-3-1 viability, CellTiter-Glo ATP luminescence, 72 h; AID 1347075; also: potency is read from the fitted curve at half-maximal effect; % is scaled to controls: 0 for no effect and ±100 for the full control effect; nearly all actives have a fitted effect of over 60% in size
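KB-3-1 cells, DMEM (no phenol red) + 10% FBS; compound by pin transfer, 72 h, 37 °C. Readout: CellTiter-Glo luminescence after 10 min. Data normalized, curve-fitted.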
ATXN2 expr inh: inhibitors of ATXN2 expression. HEK-293 ATXN2-luciferase reporter, luminescence, 24 h. Potency, µM (top dose mostly 57 µM), inactives show top-dose activity change, negative = inhibition, hits mostly inhibitors. actives 0.72% (n = 360,000). AID 1745845; also: potency is read from the fitted curve at half-maximal effect; % is scaled to controls: 0 for no effect and ±100 for the full control effect; nearly all actives have a fitted effect of over 55% in size
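qHTS (up to 57 uM final) was run with 24 h compound exposure of reporter cells at 37 °C. Each well was multiplexed: SteadyGlo luminescence measured ATXN2-luciferase expression after a fluorogenic Gly-Phe-AFC viability readout (25 uM final).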
MCF10A rerep: DNA re-replication induction in MCF 10a cells; Potency, µM (top dose mostly 46.1 µM), inactives show at the top dose activity, positive = re-replication, actives largely listed as activators; AID 624296; actives 2.9% (n = 350,000); MCF 10A DNA re-replication, Hoechst nuclear intensity, 48 h; also: potency is read from the fitted curve at half-maximal effect; % of control where 0% means no effect; nearly all actives have a fitted effect of over 50% in size
HT1080 IDH1KD tx: HT-1080 IDH1 knockdown cell toxicity (counter line) | Potency, µM (top dose mostly 46.1 µM), for inactives: top-dose activity, negative = toxicity, usual class: cytotoxic | actives 2% (n = 360,000) | HT-1080 IDH1 knockdown viability, ATP luminescence, 48 h | AID 686971;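 also: potency is read from the fitted curve at half-maximal effect; 0% = DMSO wells and -100% = cell-free medium wells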
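Assay cells: HT-1080 with IDH1 knockdown, 750 per well, RPMI/5% FBS. Exposure: 48 h at 37 °C following 2 h pre-incubation. Read: CellTiter-Glo luminescence; fitted concentration-response, curve class assigned.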
KB-V1 cytotox: KB-V1 MDR subline cytotoxicity; KB-V1 MDR cells viability, CellTiter-Glo, 72 h; Potency, µM (highest dose often 46.1 µM), for inactives: top-dose activity change, negative = cytotoxicity, actives largely listed as cytotoxic; actives 3.4% (n = 400,000); also: potency is read from the fitted curve at half-maximal effect; % is scaled to controls: 0 for no effect and ±100 for the full control effect; nearly all actives have a fitted effect of over 60% in size
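Following 72 h at 37 degrees C with compound, KB-V1 cell viability was read by CellTiter-Glo luminescence, medium being phenol-red-free DMEM plus 10% FBS; concentration-response parameters came from normalized, curve-fitted qHTS data.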
HT1080-NT tox: kills 2HG-producing HT-1080-NT fibrosarcoma cells. HT-1080-NT fibrosarcoma viability, CellTiter-Glo ATP luminescence, 48 h. Potency, µM (titrated, usually from 46.1 µM), for the others: top-dose activity, negative = less viability, hits mostly cytotoxic. actives 1.6% (n = 360,000);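 also: NT is the 2HG producing partner of a matched IDH1 knockdown line; potency is read from the fitted curve at half-maximal effect; 0% = DMSO-treated cells and -100% = media-only wells without cells; nearly all actives have a fitted effect of over 55% in size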
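Luminescent CellTiter-Glo readout after 48 hours of compound exposure at 37 degrees C defined viability of HT-1080-NT cells. Activity was normalized to DMSO wells and cell-free media wells; concentration-response curves were fitted and assigned curve classes.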
The depositor's hits bear a star; ? = inconclusive; . = not tested or not shown; [ ] = another dose, or the depositor's remark. Unless noted, calls follow the shape of the dose curve; as a rule, active = well fitted curve in the direction sought with a large enough effect; inconclusive = small, poorly fitted or top-dose-only effect, or another doubt; inactive = no such curve, though single readings can be large; an effect the other way counts as inactive or inconclusive.

SMILES	IL-1B inflam inh	SW480 rereplic	WRN helicase inh	KB-3-1 cytotox	ATXN2 expr inh	MCF10A rerep	HT1080 IDH1KD tx	KB-V1 cytotox	HT1080-NT tox
N/C(=N\OC(=O)c1cccc(Cn2cc(C(F)(F)F)ccc2=O)c1)c1ccc(Cl)cc1	?	1.0%	-6.7%	-0.3%	-20.6%	?	?	?	?
CCCCn1c(N)c(N(CCOC)C(=O)CCCc2cccs2)c(=O)[nH]c1=O	-3.9	5.1%	-4.4%	11.9%	-0.8%	-1.5%	-5.3%	23.0%	6.2%
CCOC(=O)C1CCN(S(=O)(=O)c2ccc(OC)c(Cl)c2Cl)CC1	22.6	0.5%	-10.4%	0.0%	-11.4%	7.6%	20.7%	-10.5%	9.9%
Cc1nnc(NC(=O)CSc2nnc3ncccn23)s1	-1.2	-0.4%	-16.4%	-14.6%	-11.2%	8.6%	5.1%	?	0.5%
Cc1cccc(Oc2ccc(NC(=O)c3ccccc3C(=O)O)cc2)c1	0.0	-0.8%	5.4%	2.5%	20.1%	1.0%	-4.8%	22.8%	0.7%
O=C(N/N=C/c1cc(Br)c(O)c(Br)c1)C1CC1	23.7	-6.1%	0.3%	9.0%	12.4%	-1.8%	-11.7%	3.2%	-4.1%
Cc1cc(C)c(C)c(S(=O)(=O)N2CCN(C(=O)c3ccco3)CC2)c1C	.	-36.7%[inhibitor]	2.6%	4.5%	8.8%	-16.9%	0.5%	?	-7.7%
Cc1cc(-n2c(=O)c(C#N)cc3c(=O)n4ccccc4nc32)no1	-3.6	?	-28.0%	3.5%	1.0%	?	2.9%	17.5%	-3.4%
O=C(Nc1ccccn1)c1ccc(Br)s1	-64.1*	-0.1%	-33.1%	-2.6%	55.3%[activator]	0.1%	0.3%	14.6%	2.8%
COc1ccc2oc(=O)cc(CN3CCN(Cc4ccccc4)CC3)c2c1	36.5	.	3.5%	-11.5%	.	.	-4.3%	-4.7%	-2.9%
O=C(O)Cn1nc(-c2ccc(Cl)cc2)ccc1=O	3.0	3.2%	2.6%	9.2%	1.2%	-1.2%	8.4%	14.1%	3.7%
CCSc1ccccc1C(=O)NCc1ccc(S(N)(=O)=O)cc1	-5.0	5.4%	17.8%	4.5%	-10.5%	5.5%	-9.1%	0.8%	-1.5%
COc1ccc(C2C(C#N)=C(/N=C/N3CCN(C)CC3)OC3=C2C(=O)CC(C)(C)C3)cc1 (centres undefined)	-28.2	-1.2%	-0.1%	-0.6%	-7.7%	0.1%	-7.8%	-2.6%	-0.7%
CC(SCc1nc2sc3c(c2c(=O)[nH]1)CCCC3)C(=O)Nc1ccccn1 (centres undefined)	13.9	-2.1%	?	0.0%	3.0%	-1.6%	20.9%	-0.9%	0.2%
O=C(CCCC(=O)NCc1ccc(F)cc1)NCc1ccc(F)cc1	19.1	-3.5%	-3.1%	3.2%	15.7%	2.3%	4.7%	13.1%	12.9%
COc1ccc(-c2cnc3c(NC(C)=O)cc(-c4cccc(C(=O)NCCN(C)C)c4)cn23)cc1OC	?	.	25.1µM*	0.0%	-9.0%	.	32.6µM*	1.4%	?
CN(C)c1ccc(/C=N/NC(=O)c2ccc(Cn3cc(Br)cn3)o2)cc1	-53.0*	-7.7%	-15.3%	3.7%	29.1%	?	-0.8%	-5.8%	-5.4%
CC(C)(C)c1ccc(C(=O)NN2C(=O)CSC2=S)cc1	0.0	6.0%	-11.4%	23.3%	15.1%	12.2%	8.9%	21.5%	5.6%
O=C1CC(c2cccc(Cl)c2)CC(O)=C1C=NCCCO (centres undefined)	-2.5	-4.5%	3.1%	0.0%	-7.3%	9.9%	1.1%	15.4%	-0.9%
Cc1cc(C(=O)NNS(=O)(=O)c2ccc(F)cc2)nn1C(C)(C)C	15.2	-0.8%	-1.6%	-0.2%	.	-2.1%	3.2%	-1.2%	12.8%
COc1ccc(C(=O)Nc2cccc3ccccc23)cc1	-2.7	-0.4%	9.8%	-5.7%	17.9%	-11.3%	-10.7%	-3.2%	-12.3%
Cc1ccc(CNC(=O)C2CC(c3cc(C(F)(F)F)cc(C(F)(F)F)c3)=NO2)o1 (centres undefined)	30.5	?	-9.3%	-19.1%	-22.3%	9.2µM*	23.1µM*	0.0%	?
Cc1nc2c(cc1NC(=O)c1ccccc1)nc(C)n2Cc1ccccc1	0.0	-19.7%	-0.5%	-8.7%	-8.6%	-3.5%	1.2%	-5.6%	-11.2%
CC(C)c1ccc(NC(=O)C(c2ccc3c(c2)OCO3)N2CCCCC2)cc1 (centres undefined)	-0.4	3.8%	-5.7%	-20.5%	-18.2%	8.2%	-8.3%	?	-10.1%
O=C(O)c1ccc(N/N=C/C(Br)=C/c2ccccc2)cc1	-13.7	?	-2.6%	-5.6%	.	?	?	1.4%	-26.5%

Next part
SMILES	IL-1B inflam inh	SW480 rereplic	WRN helicase inh	KB-3-1 cytotox	ATXN2 expr inh	MCF10A rerep	HT1080 IDH1KD tx	KB-V1 cytotox	HT1080-NT tox
CN(C)c1ccc(C2/C(=C(/O)c3ccc(Br)cc3)C(=O)C(=O)N2C)cc1 (centres undefined)	-10.6	-10.0%	-0.6%	0.0%	.	?	0.0%	6.1%	-6.1%
Nc1ncc(S(=O)(=O)c2ccc(Cl)cc2)c(N)n1	-14.2	1.3%	8.4%	-0.5%	6.2%	3.3%	6.3%	-5.4%	6.1%
CC(=O)c1ccc(Oc2ncnc(N)c2[N+](=O)[O-])cc1	-24.3	-0.7%	-5.9%	?	-19.9%	4.11µM*	6.9%	?	10.4%
CCC(C)NC(=O)CSc1nc2cc3c(cc2c(=O)n1Cc1ccco1)OCO3 (centres undefined)	16.9	14.8%	2.7%	0.0%	-10.8%	3.6%	-12.6%	-25.7%	-7.3%
CCCn1c(=O)c(C(=O)NNC(=O)c2ccccc2Cl)c(O)c2ccccc21	75.7	-18.1%	-7.0%	?	-18.9%	?	?	9.2µM*	-8.0%
CCC(Sc1ncccc1C(=O)OC(C)C)C(=O)NCc1ccco1 (centres undefined)	14.4	18.2%	-13.7%	0.6%	14.6%	?	-28.0%	-18.8%	-3.0%
CC(=O)Nc1ccc(S(=O)(=O)N2CCCN(c3nc(C)cc(C)c3C#N)CC2)cc1	-21.3	2.8%	6.7%	-6.4%	3.3%	-4.4%	21.4%	-12.1%	23.5%
COc1ccc(NC(=O)CCNC(=O)c2ccco2)cc1S(=O)(=O)N(C)C	19.7	-6.4%	-6.7%	7.2%	-4.2%	-4.5%	-0.4%	-1.8%	5.4%
Oc1ccc(-c2nnc(Nc3ccccc3)c3ccccc23)cc1	13.6	-1.6%	0.1%	23.4%	-13.2%	-18.9%	1.5%	2.4%	-2.5%
O=C(Nc1cccc(Cl)c1)NC1CCN(C2CCCCC2)C1 (centres undefined)	-8.9	-4.6%	15.2%	-4.4%	-14.3%	0.7%	-29.2%	-9.5%	-26.3%
COCCNC(=O)C(c1ccccc1C)N(C(=O)Cn1nnc2ccccc21)c1cccnc1 (centres undefined)	8.5	-0.1%	1.1%	3.2%	-10.5%	-0.8%	10.5%	13.8%	20.0%
Cc1cccc2c1-c1sc(C(=O)NCCCN3CCCC(C)C3)cc1CO2 (centres undefined)	-17.9	18.4µM*	3.9%	-28.6%	35.5µM*	23.1µM*	20.6µM*	-5.9%	20.6µM*
CC(=O)Nc1ccc(S(=O)(=O)c2ccc(N)cc2)cc1	1.4	11.8%	5.6%	0.0%	9.9%	-13.9%	8.9%	-4.5%	20.9%
CCOc1cc(C(=O)N/N=C/c2ccsc2)cc(OCC)c1OCC	44.0	?	9.2%	?	-7.5%	?	-4.5%	?	-28.6%
CC(C)=CCN1CCN(Cc2ccc(C)s2)CC1CCO (centres undefined)	-5.2	0.8%	-2.5%	0.0%	24.3%	5.5%	3.7%	-27.9%	8.2%
COc1ccc(C(=O)NC(=S)Nc2ccc(Cc3ccncc3)cc2)cc1	-64.1*	?	-5.8%[57.1 µM]	?	-26.5%	?	20.6µM*	?	18.4µM*
CC(C)CCNC(=O)C(C)N(C(=O)Cn1nnc(-c2ccc(F)cc2)n1)C1CCCC1 (centres undefined)	1.8	0.7%	-0.3%	?	5.7%	15.3%	-0.2%	0.7%	-1.7%
CCC1CCCCN1C(=O)CSc1nnc(-c2cccs2)o1 (centres undefined)	-3.4	-2.7%	-19.4%[57.1 µM]	10.3%	40.4%[activator]	2.4%	-2.3%	?	-4.0%
CCCCCCCC1CC(/C(C)=N/NC(N)=O)OC1=O (centres undefined)	14.4	0.4%	-21.8%	-6.5%	-14.7%	?	10.1%	0.0%	17.6%
Cc1ccc(NC(=O)Cc2c(C(=O)O)n(C)c3ccccc23)cc1F	23.9	0.3%	?	-1.8%	-23.9%[11.3 µM]	-15.8%	-28.7%	16.8%	-25.3%
O=[N+]([O-])c1c(NCc2ccccc2)cc(N2CCc3ccccc3C2)c2nonc12	-5.3	-4.3%	2.6%	-3.3%	-3.1%	-5.2%	-6.8%	0.0%	-2.8%

SW480 rereplic, hit marks shown above
molecule,IL-1B inflam inh,SW480 rereplic,WRN helicase inh
Cc1cccc2c1-c1sc(C(=O)NCCCN3CCCC(C)C3)cc1CO2 (centres undefined),-17.9,18.4µM*,3.9%
